# High-throughput results (PubChem)
# All columns: NCI-60 one-dose screen, growth in % after 48 h at 10 µM unless noted; 100 = growth as untreated, 0 = no growth, -100 = all killed.
# MDA-MB-435 – MDA-MB-435 melanoma; actives 7.8% (n = 82,000); AID 1794794
# SK-MEL-28 – SK-MEL-28 melanoma | actives 4.1% (n = 81,000)
# SK-MEL-2 – SK-MEL-2 melanoma; AID 1794763; actives 4.7% (n = 77,000)
# UACC-257 – UACC-257 melanoma. actives 4.4% (n = 78,000). AID 1794764
# UACC-62 – UACC-62 melanoma; AID 1794756; actives 5.4% (n = 81,000)
# LOX IMVI – LOX IMVI melanoma | actives 7.4% (n = 79,000)
# MALME-3M – MALME-3M melanoma | actives 5.8% (n = 78,000)
# SK-MEL-5 – SK-MEL-5 melanoma; AID 1794755; actives 6.4% (n = 80,000)
# * marks the source's active call; other numbers are inactive results; nt = no result given; & = joins results of further samples. How the source made its calls: active means growth percent below 10; inactive means the rest.
item	structure	MDA-MB-435	SK-MEL-28	SK-MEL-2	UACC-257
1	Cc1nc(C#N)c(N2CCC(c3nc(-c4ccccc4)no3)CC2)o1	100	103	107	99
2	CC(=O)c1cc(-c2ccc3ncnc(N4CCc5cc(F)c(Cl)cc54)c3c2)cnc1N	102	106	96	98
3	N#Cc1ccc(Cl)cc1[N+](=O)[O-]	109	113	92	106
4	COc1ccc(C2C(C#N)=C(NC(C)=O)Oc3c2ccc2ccccc32)cc1 (configuration not stated)	55	105	97	103
5	CSc1ccc(-c2csc(-c3cc(Cl)cc(Cl)c3Cl)n2)cc1	97	111	94	94
6	O=C(O)C1CCCCC1	97	106	117	99
7	COc1ccc(Nc2nnc(-c3cc(F)c(F)c(F)c3)o2)cc1	110	113	111	106
8	Cc1cc2nnn3c(=O)cc(C)n3c2cc1C	105	122	96	122
9	CCC(CC)C(=O)O.[Ag]	107	107	97	84
10	CSc1ncc(C)c(=O)[nH]1	108	114	107	90

item	UACC-62	LOX IMVI	MALME-3M	SK-MEL-5
1	96	nt	96	100
2	93	90	94	95
3	99	92	73	89
4	84	90	101	101
5	75	86	82	78
6	107	99	93	94
7	99	nt	104	98
8	107	99	nt	112
9	99	93	103	33
10	89	107	108	101

# Going on with the list.
item	structure	MDA-MB-435	SK-MEL-28	SK-MEL-2	UACC-257
11	N#CCc1ccc([N+](=O)[O-])cc1	114	106	107	74
12	CCNC(=S)NN	94	107	128	57
13	O=C1Nc2ccccc2/C1=C/c1ccc(COCC2CO2)n1-c1ccc(Cl)cc1 (configuration not stated)	98	109	104	102
14	c1ccc2c(c1)CN1CCCC3=C(c4cncnc4)c4ccccc4C321 (configuration not stated)	97	103	113	104
15	COc1cc(/C=C/C(=O)c2cc(-c3ccc(O)cc3)ccc2O)cc(OC)c1OC	62	105	85	93
16	COc1cccc(Cn2cc3c(c2)-c2onc(CO)c2CC3)c1	98	100	100	102
17	Cc1c(C(=O)NNC(=O)c2ccc(Cl)cc2)nnn1-c1ccc(Cl)cc1	99	94	106	94
18	COc1ccc(OCC(=O)Nc2ccc(-c3nc4ccccc4s3)cc2)cc1	116	118	121	111
19	CC(C)(C)c1ccc(NCc2cn(-c3ccc(C(F)(F)F)cc3)nc2-c2ccc(C(=O)O)cc2)cc1	86	85	75	97
20	NS(=O)(=O)c1cccc([N+](=O)[O-])c1	93	117	nt	104

item	UACC-62	LOX IMVI	MALME-3M	SK-MEL-5
11	93	100	148	101
12	99	97	70	102
13	81	28	87	95
14	97	105	95	104
15	74	55	nt	68
16	101	98	103	99
17	86	nt	87	100
18	96	100	120	105
19	84	87	78	85
20	106	93	121	108

# Remaining list, next part:
item	structure	MDA-MB-435	SK-MEL-28	SK-MEL-2	UACC-257
21	O=S(=O)(NCCCNc1nccc(-c2c(-c3cccc(O)c3)nc3occn23)n1)c1ccc(Cl)cc1	34	30	52	13
22	O=C(CSc1nnnn1-c1ccccc1)c1cc2c(ccc3ccccc32)oc1=O	107	107	100	92
23	CCCCCNc1nc2ncnc(N)c2[nH]1	106	99	99	79
24	O=C(/C(=N\Nc1ccc([N+](=O)[O-])cc1)c1ccccc1)c1ccccc1	80	100	75	86
25	NS(=O)(=O)c1ccc(C(=O)N=Nc2c(O)[nH]c3c(Cl)cccc23)cc1	102	109	112	104
26	Oc1ccc(C=NC2CCCCC2)cc1	103	116	103	97
27	Cc1ccc([C@@H]2C[C@H](O)Cc3cc(OC(F)(F)F)ccc3N2)s1	90	115	116	100
28	CCN1C(=S)N(CC)C2C1NN=c1s/c(=C3\C(=O)N(C)c4ccccc43)c(=O)n12 (configuration not stated)	91	108	99	nt
29	C[C@H]1[C@@H](CC(=O)N[C@@H](Cc2coc3ccccc23)B(O)O)O[C@@H]2OC3(C)CC[C@H]4[C@H](C)CC[C@@H]1[C@@]24O3	-76*	5.1*	-21*	-45*
30	O=C(c1ccc2ccccc2c1)c1cccc(F)c1C(=O)O (tested in a mixture with another compound)	108	107	111	101

item	UACC-62	LOX IMVI	MALME-3M	SK-MEL-5
21	9.1*	44	11	40
22	90	99	108	101
23	nt	95	105	98
24	78	71	nt	88
25	100	100	103	101
26	98	103	95	104
27	102	88	107	68
28	97	96	100	100
29	-76*	-73*	-42*	-83*
30	114	100	110	103

# Further entries.
item	structure	MDA-MB-435	SK-MEL-28	SK-MEL-2	UACC-257
31	COc1ccc(-c2nc(N3CCOCC3)c3c4c(sc3n2)CCCC4)cc1	99	102	90	108
32	O=C1CS/C(=N\N=C(c2ccccc2)c2ccccc2)N1	109	113	92	98
33	[2H]C([2H])([2H])Oc1ccc(/C=C/C(=O)/C=C(O)/C=C/c2ccc(OC([2H])([2H])[2H])c(OC([2H])([2H])[2H])c2)cc1OC([2H])([2H])[2H]	12	87	86	84
34	C[n+]1cccc(C(=O)c2ccccc2)c1	103	106	96	nt
35	COc1ccccc1NC(=S)/N=C/c1c(O)[nH]c(=O)[nH]c1=O	105	99	102	90
36	CCCCCn1cnc2c(=S)nc[nH]c21	105	106	121	131
37	O=C(CCc1c[nH]c2ccccc12)NNC(=O)Cn1nnc(-c2ccccc2)n1	106	111	83	104
38	CC(=O)Oc1ccc2cc(-c3cccnc3)c(=O)oc2c1	105&101	98&117	132&103	102&104
39	Nc1ncnc2c1C(c1ccc(O)cc1)c1sc3c(F)cccc3c1O2 (configuration not stated)	105	104	127	120
40	COc1cccc(-c2nc3sccn3c2-c2ccnc(NCCNS(=O)(=O)c3cccc(Cl)c3)c2)c1	60	68	52	58

item	UACC-62	LOX IMVI	MALME-3M	SK-MEL-5
31	74	89	98	87
32	98	97	103	100
33	52	14	79	12
34	106	98	108	106
35	101	98	nt	102
36	109	107	111	93
37	109	102	nt	115
38	97&96	95&97	97	97&102
39	84	89	110	95
40	12	47	63	20

# Next part.
item	structure	MDA-MB-435	SK-MEL-28	SK-MEL-2	UACC-257
41	CC/C(=N\NS(=O)(=O)c1ccc(C)cc1)c1ccccc1	98	104	114	93
42	COc1ccc2nc(N3CN(c4cc(OC)c(OC)c(OC)c4)c4ncccc4C3=O)sc2c1	91	85	75	97
43	COc1ccc(CSc2nnc(-c3cccs3)n2-c2ccccc2)cc1	101	108	109	107
44	CC(=O)N1N=C(c2cccc(Nc3ccncc3)c2)CC1c1ccc(Cl)cc1 (configuration not stated)	96	89	103	90
45	O=c1[nH]c(=O)c2c([nH]1)sc1cc(O)ccc12	97	96	99	102
46	O=C(O)CCC(=O)c1ccc(Cl)c(Cl)c1	97	112	103	95
47	CCOC(COC(=O)c1ccccc1C(=O)O)c1ccccc1 (configuration not stated)	103	105	104	101
48	COC(=O)[C@H](NC(=O)C1(C)CCC[C@]2(C)[C@H]3C[C@H]4C(C(C)C)=C[C@]3(CC[C@@H]12)[C@@H]1C(=O)OC(=O)[C@@H]14)C(C)C (some centres not stated)	104	100	104	105
49	CC(C)NC(=O)c1cc(-c2ccc(NC(=O)Nc3ccc(F)cc3)cc2)nc2cccnc12	99	107	120	102
50	Oc1ccc(C2CCCCC2)c(O)c1	117	114	110	94

item	UACC-62	LOX IMVI	MALME-3M	SK-MEL-5
41	94	98	120	101
42	79	75	87	86
43	71	97	106	88
44	88	94	65	70
45	119	101	114	112
46	103	96	108	101
47	99	97	91	105
48	91	105	94	94
49	96	98	118	101
50	102	98	122	111

# Pulled by compound from the list above, 3 records:
item	structure	MDA-MB-435	SK-MEL-28	SK-MEL-2	UACC-257
14	c1ccc2c(c1)CN1CCCC3=C(c4cncnc4)c4ccccc4C321 (configuration not stated)	97	103	113	104
33	[2H]C([2H])([2H])Oc1ccc(/C=C/C(=O)/C=C(O)/C=C/c2ccc(OC([2H])([2H])[2H])c(OC([2H])([2H])[2H])c2)cc1OC([2H])([2H])[2H]	12	87	86	84
5	CSc1ccc(-c2csc(-c3cc(Cl)cc(Cl)c3Cl)n2)cc1	97	111	94	94

item	UACC-62	LOX IMVI	MALME-3M	SK-MEL-5
14	97	105	95	104
33	52	14	79	12
5	75	86	82	78

# The results go on:
item	structure	MDA-MB-435	SK-MEL-28	SK-MEL-2	UACC-257
51	C/C(=C\c1cc(Cl)ccc1OCC(=O)O)[N+](=O)[O-]	105	118	nt	102
52	Fc1ccc(N2N=NC3CCc4ccccc4C32)cc1 (configuration not stated)	108	103	90	90
53	CC(=O)c1ccc(-n2ccc(C(F)(F)F)n2)c(F)c1	100	102	100	101
54	O=[N+]([O-])c1ccc(-c2cc3c(Nc4ccc(Cl)c(C(F)(F)F)c4)ncnc3s2)cc1	5.4*	20	-5.0*	-19*
55	CC(=O)Nc1nc(O)c(C=N)s1	107	110	94	98
56	O=C(N/N=C/c1ccc(O)cc1)c1cnc2nc[nH]n2c1=O	104	105	99	106
57	CC1=CCC(OC(=O)C(C)(C)CCC(O)(C(=O)OC2(C(C)C)CCC3(C)OC3C2)C(C)C)(C(C)C)CC1 (configuration not stated)	-98*	-97*	-92*	-58*
58	Cn1cnccc1=O	91	101	92	100
59	c1ccc(C2=NCCCO2)cc1	111	97	101	102
60	O=C(COc1ccc(/C=C2/C(=O)Nc3ccc(Cl)cc32)cc1)Nc1ccc(Br)cc1	-1.5*	-27*	16	15

item	UACC-62	LOX IMVI	MALME-3M	SK-MEL-5
51	109	89	127	111
52	54	76	95	79
53	99	103	96	101
54	-1.4*	6.1*	-23*	-43*
55	106	105	108	105
56	98	99	111	104
57	-94*	-91*	-84*	-97*
58	92	98	95	103
59	106	97	103	103
60	0.1*	-89*	-42*	-15*

# From no. 51 as far as 52, copied from above:
item	structure	MDA-MB-435	SK-MEL-28	SK-MEL-2	UACC-257
51	C/C(=C\c1cc(Cl)ccc1OCC(=O)O)[N+](=O)[O-]	105	118	nt	102
52	Fc1ccc(N2N=NC3CCc4ccccc4C32)cc1 (configuration not stated)	108	103	90	90

item	UACC-62	LOX IMVI	MALME-3M	SK-MEL-5
51	109	89	127	111
52	54	76	95	79

# Down the list, from the results shown.
# Entries 21–25 in SK-MEL-2: 52, 100, 99, 75, 112
# Entries 21–25 in SK-MEL-28: 30, 107, 99, 100, 109
# Entries 21–25 in MALME-3M: 11, 108, 105, nt, 103

# (more compounds)
item	structure	MDA-MB-435	SK-MEL-28	SK-MEL-2	UACC-257
61	CN(C)c1nc(N(C)C)c2cnn(C)c2n1	106	124	98	104
62	CC1(C)C2CCC1(C)C(S)C2 (configuration not stated)	113	109	107	95
63	CC(C)c1ccc(OC(=O)Nc2c(Cl)cccc2Cl)cc1	98	109	105	94
64	N#C/C(=C\c1ccccn1)c1nc(-c2ccc(Cl)cc2)cs1	58	87	95	66
65	Cc1cc(Nc2ccc(C)c(Cl)c2)n2nc(C(F)(F)F)nc2n1	34	83	61	74
66	COc1ccc(OC)c(Cn2cc3c(c2)-c2oncc2CC3)c1	-40*	50	45	61
67	Cc1cccc(C)c1C(=O)c1ccccc1Cc1ccc2ccccc2c1	102	103	111	87
68	Cc1nc2sc(C(=O)Nc3ccc4c(c3)OCCO4)c(N)c2cc1C(C)O (configuration not stated)	96	113	116	119
69	CCOC(=O)/C(C#N)=N\Nc1c(C(=O)O)ccc2c1C(=O)c1ccccc1C2=O	106	107	111	109
70	Cc1nn(-c2ccccc2)c2nc(N3CCN(C)CC3)c(C#N)cc12	99	113	103	114

item	UACC-62	LOX IMVI	MALME-3M	SK-MEL-5
61	99	106	95	99
62	100	96	86	96
63	86	nt	102	96
64	54	72	53	73
65	67	12	-15*	75
66	53	35	nt	20
67	88	91	102	100
68	96	103	111	95
69	99	95	121	97
70	96	85	115	86

# Entries of single compounds as entered above. Values in the order: MDA-MB-435 | SK-MEL-28 | SK-MEL-2 | UACC-257 | UACC-62 | LOX IMVI | MALME-3M | SK-MEL-5
# Cc1nn(-c2ccccc2)c2nc(N3CCN(C)CC3)c(C#N)cc12 reads 99 | 113 | 103 | 114 | 96 | 85 | 115 | 86
# Cc1nc2sc(C(=O)Nc3ccc4c(c3)OCCO4)c(N)c2cc1C(C)O (configuration not stated) reads 96 | 113 | 116 | 119 | 96 | 103 | 111 | 95
# CN(C)c1nc(N(C)C)c2cnn(C)c2n1 reads 106 | 124 | 98 | 104 | 99 | 106 | 95 | 99

# Carrying on.
item	structure	MDA-MB-435	SK-MEL-28	SK-MEL-2	UACC-257
71	O=S(=O)(NCCNc1nccc(-n2cnc3ccccc32)n1)c1ccc(C(F)(F)F)cc1	64	77	68	37
72	Cc1cc(Cl)cc(Cc2cc(Cl)cc(C)c2O)c1O	-11*	23	-18*	8.6*
73	FC(F)(F)c1ccc(Nc2nnnc3ccccc23)cc1	67	91	76	79
74	CSc1nc2ccc(C)cc2cc1/C=N/O	92	101	75	81

item	UACC-62	LOX IMVI	MALME-3M	SK-MEL-5
71	42	57	71	8.5*
72	16	5.4*	-7.4*	6.9*
73	73	nt	65	54
74	77	92	108	90

# Rows were taken by chance; 13% or so of the library scored in one or more.
